# E coli Lon inh = inhibits E. coli Lon protease; purified E. coli Lon protease, fluorescence polarization; inhibition, % at 7.94 µM; P0A9M0; 0.42% of 360,000 active; AID 602123; in the data active means inhibition above about 13%, passing the limit was not always enough;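 further: 0% = enzyme with probe and DMSO and 100% = no enzyme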
# Target sequence (P0A9M0 whole entry, looked up): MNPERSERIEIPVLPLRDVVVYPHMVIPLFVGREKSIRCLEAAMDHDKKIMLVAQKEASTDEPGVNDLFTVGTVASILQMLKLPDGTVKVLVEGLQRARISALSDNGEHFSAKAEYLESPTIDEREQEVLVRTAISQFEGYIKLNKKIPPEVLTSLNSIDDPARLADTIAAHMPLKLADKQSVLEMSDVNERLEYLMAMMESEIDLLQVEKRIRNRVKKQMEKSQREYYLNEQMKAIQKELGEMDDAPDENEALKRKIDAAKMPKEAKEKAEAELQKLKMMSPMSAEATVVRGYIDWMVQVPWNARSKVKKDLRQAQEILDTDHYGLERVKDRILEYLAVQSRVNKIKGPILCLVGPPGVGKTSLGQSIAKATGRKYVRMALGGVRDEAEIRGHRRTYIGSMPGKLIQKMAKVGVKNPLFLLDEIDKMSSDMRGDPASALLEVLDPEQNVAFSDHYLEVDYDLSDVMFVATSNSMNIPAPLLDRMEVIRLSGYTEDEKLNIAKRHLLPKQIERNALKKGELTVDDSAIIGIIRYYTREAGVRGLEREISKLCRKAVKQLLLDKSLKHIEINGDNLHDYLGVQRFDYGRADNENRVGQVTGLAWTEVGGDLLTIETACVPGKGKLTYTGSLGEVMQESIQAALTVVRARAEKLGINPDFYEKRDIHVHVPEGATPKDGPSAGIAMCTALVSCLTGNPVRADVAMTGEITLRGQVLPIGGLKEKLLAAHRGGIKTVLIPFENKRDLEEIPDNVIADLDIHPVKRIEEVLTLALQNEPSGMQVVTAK
# MsrA act = bovine methionine sulfoxide reductase A activation; 0.3% of 360,000 active; activation, % at 10.6 µM; purified bovine MsrA, absorbance read-out; in the data active means activation above about 7.5%;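 further: 0% = vehicle and 100% = reference activator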
# DNMT1 block = DNMT1 (human) enzyme inhibition; inhibition (reported as % activation of signal), % at 10 µM; P26358; 0.83% of 360,000 active; AID 588458; DNMT1 molecular beacon, Hinp1I cleavage, fluorescence; in the data active means inhibition above about 50%
# MsrA inhibitor = inhibitors of bovine MsrA | inhibition, % at 15.5 µM | purified bovine MsrA, absorbance read-out | AID 651718 | 0.75% of 360,000 active; in the data active means inhibition above about 4.5%;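 further: 0% = vehicle wells with enzyme and 100% = reference inhibitor wells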
# Tb MetRS inh = blocks T. brucei methionyl-tRNA synthetase activity; inhibition, % at 11.9 µM; 0.4% of 360,000 active; purified T. brucei MetRS, ATP depletion, Kinase-Glo luminescence;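 active means inhibition above a per-plate cutoff of the control wells' mean inhibition plus 3 SD, cut at about 5.5% in these data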;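 further: 0% = DMSO wells median and 100% = median of wells with control inhibitor compound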
#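 Test system: purified T. brucei MetRS enzyme. Also added: ATP, methionine and E. coli bulk tRNA substrates. Compound: 11.9 µM single point. Schedule: 15 min enzyme-compound preincubation, 2 h reaction, 10 min detection, 25 °C. Signal: luciferase luminescence of residual ATP, Kinase-Glo. Evaluation: percent inhibition versus plate control medians. Controls: DMSO wells, low control.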
# Scp1 inh = blocks human Scp-1 phosphatase activity | Q9GZU7 | Recombinant Scp1, phosphopeptide, malachite green phosphate absorbance | inhibition, % at 20 µM | 0.88% of 340,000 active | AID 493091;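 active means inhibition above about 50% at 20 µM, limit read from the data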;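 further: plate controls were DMSO wells with enzyme for no effect and wells lacking enzyme for full effect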
#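 Test system: SCP-1 catalytic domain; Buffer or medium: Acidic Tris acetate buffer with magnesium and detergent; Also added: Phosphorylated 17-residue peptide substrate; Compound: single 20 µM dose, 1% DMSO; Schedule: enzyme reaction 45 min at room temperature, colour 5 min, stabilisation 30 min; Signal: Phosphate-binding colour reagent, absorbance read at 630 nm.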
# LMPTP inh = LMPTP (human) inhibition; recombinant LMPTP-A, OMFP fluorogenic substrate, fluorescence intensity; inhibition, % at 20 µM; 0.22% of 360,000 active;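 active means compounds that cut the enzyme signal by at least half of the control window in the single-dose screen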;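 further: plate controls were DMSO wells with enzyme plus substrate for no effect and substrate without enzyme for full effect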
# Target sequence (P24666 whole entry, looked up): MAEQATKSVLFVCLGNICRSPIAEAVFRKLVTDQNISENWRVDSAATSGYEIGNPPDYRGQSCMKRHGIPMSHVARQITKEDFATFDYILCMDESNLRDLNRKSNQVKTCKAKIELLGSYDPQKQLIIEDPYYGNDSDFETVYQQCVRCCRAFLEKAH
#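 Test system: LMPTP-A phosphatase enzyme; input: 0.625 nM LMPTP-A final; reagent: OMFP substrate, 400 µM final; compound dosing: 20 µM single dose, 3% DMSO; incubation: 50 min dark incubation at room temperature; measured by: endpoint fluorescence intensity from OMFP dephosphorylation; measure: % inhibition relative to no-enzyme and uninhibited control wells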
# SUMO1 PPI mod = alters human SUMO1 binding to SIM partners. inhibition, % at 20 µM. SUMO1 binding to a labelled peptide, TR-FRET, 1 h. 0.33% of 360,000 active; in the data active means inhibition above about 37%
# Target sequence (P63165 whole entry, looked up): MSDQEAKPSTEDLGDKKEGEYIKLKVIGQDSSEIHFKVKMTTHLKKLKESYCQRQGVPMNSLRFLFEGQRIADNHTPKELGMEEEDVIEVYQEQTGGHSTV
# NRP1-CendR mod = modulators of CendR peptide binding to human neuropilin-1. O14786. FAM-RPARPAR peptide binding to NRP-1, fluorescence polarization. inhibition, % at 25 µM. 0.85% of 360,000 active. AID 602438;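 active means inhibition or corrected inhibition above about 18%, plus a signal ratio from 0.5 to 1.5, limit read from the data, passing the limit was not always enough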; further: strong numbers were not always called active
# STEP inh = blocks human striatal-enriched tyrosine phosphatase | recombinant STEP, OMFP fluorogenic substrate, fluorescence | inhibition, % at 20 µM | 0.25% of 360,000 active | AID 588621;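 active means inhibition at 20 µM, scaled per plate between control wells, above about 37%, limit read from the data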;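 further: 0% = DMSO with enzyme and substrate and 100% = substrate only without enzyme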
#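 Test system: STEP tyrosine phosphatase / Reagent: OMFP at 25 µM / Doses: 20 µM, 1% DMSO / Read-out: percent inhibition scaled to no-enzyme and uninhibited-enzyme controls, plate-pattern corrected / Detection: FITC-channel fluorescence of OMFP product / Medium: Bis-Tris buffer pH 6.0, 2.5 mM DTT, 0.005% Tween 20 / Schedule: 20 min at room temperature, dark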
# * marks the source's active call; other numbers are inactive results; . = not tested or not shown.
SMILES,E coli Lon inh,MsrA act,DNMT1 block,MsrA inhibitor,Tb MetRS inh,Scp1 inh,LMPTP inh,SUMO1 PPI mod,NRP1-CendR mod,STEP inh
COc1ccc(C2C(C#N)=C(N)N(N(C)C)C3=C2C(=O)CC(C)(C)C3)cc1 (stereo not drawn),-6,-10,2,0.7,-1.0,3,0.5,0,4,0
Cc1ccc(/C=N/NC(=O)C[n+]2ccccc2)o1,4,-1,-1,3.2,0.7,-8,0.2,-5,5,1
Cc1c(C(=O)N2CCN(c3ncccn3)CC2)oc2ccc(F)cc12,-10,-1,-4,-0.5,-0.2,-7,-2.1,0,-2,-2
Cc1c(CNC(=O)C2CC2)c(-n2cccc2)n(Cc2ccccc2)c1C,4,1,5,1.0,-0.5,-6,2.0,5,-11,0
O=C1CC(N(C(=O)c2ccco2)c2ccc(F)cc2)C(=O)N1c1ccc(F)cc1 (stereo not drawn),-9,-2,1,0.4,-0.2,-5,-0.4,-3,-1,1
Nc1c(SCCC(=O)O)ccc2c1C(=O)c1ccccc1C2=O,-4,-2,1,-0.6,-0.2,-10,8.2,5,-4,11
COc1ccc(C(=O)CSc2nnnn2Cc2ccccc2)cc1,-6,-6,-1,-0.7,-1.1,-10,0.1,2,-14,0
OCCCNc1cc(-c2ccccc2)nc2cc(-c3ccc(F)cc3)nn12,6,-1,-3,-0.1,0.0,-3,4.0,4,6,-2
C=CCn1c(SCc2ccccc2Cl)nnc1-c1sc2nc(C)cc(C)c2c1N,0,-3,0,1.0,-0.8,-4,3.8,-9,-4,1
c1coc(Cn2c(-c3ccco3)nc3ccccc32)c1,-12,-6,5,0.6,-0.7,-3,0.2,2,-3,-8
CN(C)/C=C1/C=C(C=O)OC1=O,-3,-3,5,4.0,0.1,0,-0.8,-24,5,-1
C=C(C)CNC(=S)N/N=C/c1ccco1,-10,-6,0,3.7,0.6,-3,-1.4,-11,0,-3
C[C@H](NC(=O)C1CCN(S(=O)(=O)c2ccccc2)CC1)C(=O)NCc1ccccn1,0,-2,1,-0.9,-0.7,-1,0.4,0,7,-1
Cc1nc(SCC(=O)Nc2cc(C)on2)c2c(C)c(C)sc2n1,5,1,4,-0.4,-0.2,-8,2.4,10,11,-3
O=C(/C=C/c1cccc(F)c1)NNC(=O)c1ccncc1,-11,-2,-2,1.1,-0.3,-2,-1.4,-9,9,-1

# Record cards (already shown).
# `Nc1c(SCCC(=O)O)ccc2c1C(=O)c1ccccc1C2=O` is listed as E coli Lon inh = -4; MsrA act = -2; DNMT1 block = 1; MsrA inhibitor = -0.6; Tb MetRS inh = -0.2; Scp1 inh = -10; LMPTP inh = 8.2; SUMO1 PPI mod = 5; NRP1-CendR mod = -4; STEP inh = 11
# `O=C(/C=C/c1cccc(F)c1)NNC(=O)c1ccncc1` is listed as E coli Lon inh = -11; MsrA act = -2; DNMT1 block = -2; MsrA inhibitor = 1.1; Tb MetRS inh = -0.3; Scp1 inh = -2; LMPTP inh = -1.4; SUMO1 PPI mod = -9; NRP1-CendR mod = 9; STEP inh = -1

# Continuation.
SMILES,E coli Lon inh,MsrA act,DNMT1 block,MsrA inhibitor,Tb MetRS inh,Scp1 inh,LMPTP inh,SUMO1 PPI mod,NRP1-CendR mod,STEP inh
CC(C)(C)C(=O)Nc1ccc(S(=O)(=O)NC2=NCCCCC2)cc1,-8,-12,0,-0.7,-0.1,-1,-2.3,-4,7,-3
CC(=O)Nc1ccc(NC(=O)CNC(=O)c2sc3ccccc3c2Cl)cc1,-5,-4,-1,1.2,-0.1,-9,0.5,-1,0,-2
O=C(Nc1nc(-c2ccccn2)cs1)C12CC3CC(CC(O)(C3)C1)C2,-3,3,-8,0.4,0.2,-3,-0.3,3,-7,1
O=C(Nc1ccc(S(=O)(=O)NC2=NCCCCC2)cc1)c1ccc(=O)[nH]c1,-5,-2,0,-0.2,-0.3,-3,-0.9,2,16,-1
COc1ccc(Cl)cc1S(=O)(=O)n1c([N+](=O)[O-])cnc1C,-4,-3,1,-0.7,-0.3,-9,-2.1,-1,4,0
CC1CCCC(NC(=O)c2nn(C)c3c2CS(=O)(=O)c2ccccc2-3)C1C (stereo not drawn),4,-3,1,-0.7,0.3,-9,-0.7,4,-3,1
Cc1cccc(C)c1-n1nnnc1C(c1ccnc2ccccc12)N(Cc1ccccc1)Cc1ccccc1 (stereo not drawn),3,-3,.,-0.4,-0.1,.,6.4,-2,-10,.
Cc1ccccc1OCC(=O)NCC(c1ccco1)N1CCCCC1 (stereo not drawn),3,-3,2,-0.6,-0.4,-5,-0.6,-1,4,-1
FC(F)(F)c1cccc(NC(=S)Nc2cccc(Cl)c2)c1,-1,1,-1,0.1,0.1,9,-0.3,-7,7,-2
COc1cc2c(cc1OC)CN(CCOc1ccc(Br)cc1)CC2,5,-2,-4,-0.4,0.1,-11,0.0,0,0,0
O=C(O)c1ccc(NC2(C(=O)O)CCCC2)cc1,-8,0,4,0.6,0.1,1,-3.6,-2,-11,2
O=C(CNC(=O)c1ccccc1)N/N=C/c1ccccc1Cl,1,3,-5,-0.6,0.3,-6,-1.3,48*,-3,-1
O=C(O)CSc1cccc2cccc(C(=O)O)c12,-5,4,-2,0.1,-0.5,-3,0.5,3,-2,0
COc1cc(=O)[nH]c(SC(C)C(=O)Nc2cccc3ccccc23)n1 (stereo not drawn),-2,-4,0,1.2,0.1,-7,1.3,0,-9,-3
O=S(=O)(Nc1ccccc1)c1ccc(-c2cnc(C3CC3)o2)cc1,0,0,6,0.5,0.2,-7,2.7,-6,8,0
O=C(NCCc1ccccc1)c1cc2sccc2n1Cc1ccccc1,-2,-4,-12,1.0,0.0,-14,3.1,-3,-4,0
CCOC(=O)CN1C(=O)N[C@@H](c2cccc(C(F)(F)F)c2)C(C(C)=O)=C1C,3,-6,6,.,-0.4,-4,-4.3,0,14,-3
Cc1noc(C)c1S(=O)(=O)N(C)C[C@@H]1OCc2cnnn2CCCC(=O)N([C@@H](C)CO)C[C@H]1C,15*,0,-1,-0.9,-1.0,.,1.2,-3,0,0
CC1=CCC(C(=O)O)(C(=O)N/N=C/c2cccs2)C(c2ccc(Cl)cc2)C1 (stereo not drawn),-3,-3,-3,0.4,-0.4,-3,1.7,-5,-16,3
Cn1c(=O)c2[nH]c(C3CC=CCC3)nc2n(C)c1=O (stereo not drawn),-10,3,-1,-1.0,0.1,-2,-1.2,5,1,0
CCCCCCn1cc(CN2CC(N3CCN(Cc4ccccc4F)CC3)CS2(=O)=O)nn1 (stereo not drawn),-7,2,.,0.3,-0.4,.,-1.9,0,19,.
CC1(C)Cc2c(C#N)c(N3CCN(C(=O)c4ccccc4)CC3)nc(-c3ccco3)c2CS1,-15,-10,36,-0.5,-0.5,-4,1.7,7,-77,3
O=C(COc1ccccc1[N+](=O)[O-])NCC1(N2CCOCC2)CCCCC1,-5,-4,0,1.0,-0.4,-3,-1.0,-6,20,0
COc1ccc(C(=O)CC(=O)C(=O)Nc2cc([N+](=O)[O-])ccc2OC)cc1,6,-2,2,.,0.8,-10,-0.1,-3,-8,1
CN(C)C(=O)CS(=O)(=O)c1ccc(Cl)cc1,-6,-1,0,0.2,0.1,-7,-2.1,3,-2,-1
CCN1CCCC1CNC(=O)c1[nH]c2ccc(OC)cc2c1C (stereo not drawn),-14,-2,-2,0.2,-0.8,-13,-2.2,7,3,0
CC(C)C[C@@H](CO)N1CCN(Cc2ccc(O)cc2)CCC1=O,-6,-3,3,-0.5,0.3,-10,-0.3,2,-6,4
COc1cc(C(=O)OCCCN2CCOCC2)cc(OC)c1OC,-2,-1,6,-0.3,-0.1,.,-1.7,3,1,3
Cc1ccccc1CSCC(=O)NCc1ccco1,-7,-11,4,0.9,-1.0,23,0.2,-4,-7,1
O=C(CN1C(=O)C(=O)N(C2CCCC2)C1=O)Nc1ccc(N2CCOCC2)cc1,0,-10,-7,0.5,-1.5,0,-0.2,-7,16,-3
COc1ccc([N+](=O)[O-])cc1N(CC(=O)N1CCCC1)S(C)(=O)=O,7,-10,3,0.9,-0.7,7,-0.3,-13,13,2
COc1ccc(CCC(=O)N2CCc3ccccc32)cc1,-2,-1,-1,-0.6,0.9,-4,1.1,-3,14,2
Cc1ccc(C)c(S(=O)(=O)Nc2nc3ccc(S(N)(=O)=O)cc3s2)c1,-7,-3,-3,0.4,0.2,-3,-1.0,13,-18,4
Cc1ccc(C)c(OCCCCN2CCCCC2)c1,-8,-1,2,0.3,-0.3,-1,-1.9,-1,6,0
Cc1ccc(SCC(=O)O/N=C(\N)c2cccnc2)cc1,3,0,0,.,-0.2,-4,-0.5,-4,5,-1
COc1ccccc1NS(=O)(=O)c1cccc(C(=O)N/N=C(\C)c2ccc3c(c2)OCCO3)c1,2,-10,0,1.1,-0.4,2,-0.7,1,-5,1
O=C(N/N=C(\Cc1ncc[nH]1)c1ccccc1)c1ccncc1,2,-8,3,0.1,-0.9,5,1.8,1,11,-1
CC(C(=O)Nc1ccc(F)c(F)c1F)N1CCCCCC1 (stereo not drawn),3,1,-2,-0.2,-0.5,12,0.9,-3,4,3
Cc1sc2ncnc(N3CCC(C(=O)Nc4nc(-c5ccc(F)cc5)cs4)CC3)c2c1C,4,-3,-6,-0.7,-0.2,8,2.0,5,4,-1
CCCN(CC(=O)Nc1ccccc1C)C(=O)CCN1C(=O)c2cccc([N+](=O)[O-])c2C1=O,3,-3,-1,-0.5,0.2,4,-1.9,-31,3,-3
COc1ccc(-c2nc(CNS(=O)(=O)c3cc(OC)ccc3OC)cs2)cc1,0,-1,-3,-0.1,0.1,-12,-0.1,-7,12,-2
CN(C)c1ccc(Sc2nnc(NC(=O)Nc3ccc(Cl)cc3Cl)s2)cc1,1,-5,1,-1.1,0.7,-17,-1.0,-2,-2,0
COc1ccc(/C=C/C(=O)Nc2ccc(C(C)=O)cc2)cc1S(=O)(=O)N1CCOCC1,-7,-1,4,-0.8,0.1,.,-3.2,2,-8,-3
CC12c3ccccc3C(c3ccccc31)C1C(=O)N(c3cccnc3)C(=O)C12 (stereo not drawn),3,-2,-2,0.6,0.3,-10,-0.1,0,2,-2
CC(C)(C)NC(=S)NNC(=O)c1ccccc1Cl,-12,-3,4,0.8,-0.6,0,-1.9,9,-1,-1
O=c1cc(O)n(-c2ccccc2)c(=S)[nH]1,-7,-2,-1,1.1,-0.7,-10,-2.7,1,-6,0
O=C(Cn1nnc(-c2ccccc2F)n1)Nc1ccc(S(=O)(=O)NC2CCCC2)cc1,4,1,3,0.0,-0.3,-5,19,-1,0,-4

# Some of these compounds in order of their number in DNMT1 block, descending.
mol | DNMT1 block
CN(C)c1ccc(Sc2nnc(NC(=O)Nc3ccc(Cl)cc3Cl)s2)cc1 | 1
CC12c3ccccc3C(c3ccccc31)C1C(=O)N(c3cccnc3)C(=O)C12 (stereo not drawn) | -2
Cc1ccc(C)c(S(=O)(=O)Nc2nc3ccc(S(N)(=O)=O)cc3s2)c1 | -3

# Screens as filed in PubChem BioAssay.
